NRP1-CendR mod – alters CendR peptide binding to human NRP-1; inhibition, % at 25 µM; FAM-RPARPAR peptide binding to NRP-1, fluorescence polarization; O14786; 360,000 compounds, 0.85% hits;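 active = inhibition or corrected inhibition above about 18%, plus a signal ratio from 0.5 to 1.5, limit read from the data, passing the limit was not always enough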; note: strong numbers were not always called active
FAS TE block – inhibitors of human fatty acid synthase thioesterase domain; P49327; recombinant FAS-TE, OMFH fluorogenic substrate, fluorescence endpoint; inhibition, % at 15 µM; 360,000 compounds, 0.67% hits; AID 602261;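 active = compounds whose normalised, plate-corrected inhibition of enzyme fluorescence in the single-dose primary screen is 50% or more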;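 note: 0% = DMSO with enzyme and 100% = substrate without enzyme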
Tb MetRS inh – Trypanosoma brucei MetRS inhibition; AID 624268; purified T. brucei MetRS, ATP depletion, Kinase-Glo luminescence; inhibition, % at 11.9 µM; 360,000 compounds, 0.4% hits;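 active = inhibition above a per-plate cutoff of the control wells' mean inhibition plus 3 SD, cut at about 5.5% in these data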;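 note: 0% = DMSO wells median and 100% = median of wells with control inhibitor compound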
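Test system – parasite MetRS enzyme · Reagent – substrates ATP, L-methionine and bulk Escherichia coli tRNA · Doses – 11.9 µM compound single dose, 0.9% DMSO · Times – 15 min enzyme-compound preincubation, 2 h reaction, 10 min detection, 25 °C · Signal – Kinase-Glo luminescence, ATP depletion format · Controls – DMSO-only wells as low control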
bovine MsrA act – activates bovine MsrA enzyme. purified bovine MsrA, absorbance read-out. 360,000 compounds, 0.3% hits. activation, % at 10.6 µM. AID 602163; in the data active = activation above about 7.5%;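 note: 0% = vehicle and 100% = reference activator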
MLLE-PAM2 inh – blocks PAM2 peptide binding to the PABP1 MLLE domain | AID 588489 | P11940 | GST-MLLE / FITC-PAM2 fluorescence polarization | inhibition, % at 20 µM | 360,000 compounds, 0.36% hits; in the data active = inhibition above about 35%, passing the limit was not always enough;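 note: plate controls were DMSO wells with GST-MLLE for no effect and wells lacking GST-MLLE protein for full effect; some results filed as inactive read as strong as hits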
eLon inh – E. coli protease La inhibition. P0A9M0. purified E. coli Lon protease, fluorescence polarization. inhibition, % at 7.94 µM. 360,000 compounds, 0.42% hits; in the data active = inhibition above about 13%, passing the limit was not always enough;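 note: 0% = enzyme with probe and DMSO and 100% = no enzyme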
Target sequence (P0A9M0 whole entry, looked up): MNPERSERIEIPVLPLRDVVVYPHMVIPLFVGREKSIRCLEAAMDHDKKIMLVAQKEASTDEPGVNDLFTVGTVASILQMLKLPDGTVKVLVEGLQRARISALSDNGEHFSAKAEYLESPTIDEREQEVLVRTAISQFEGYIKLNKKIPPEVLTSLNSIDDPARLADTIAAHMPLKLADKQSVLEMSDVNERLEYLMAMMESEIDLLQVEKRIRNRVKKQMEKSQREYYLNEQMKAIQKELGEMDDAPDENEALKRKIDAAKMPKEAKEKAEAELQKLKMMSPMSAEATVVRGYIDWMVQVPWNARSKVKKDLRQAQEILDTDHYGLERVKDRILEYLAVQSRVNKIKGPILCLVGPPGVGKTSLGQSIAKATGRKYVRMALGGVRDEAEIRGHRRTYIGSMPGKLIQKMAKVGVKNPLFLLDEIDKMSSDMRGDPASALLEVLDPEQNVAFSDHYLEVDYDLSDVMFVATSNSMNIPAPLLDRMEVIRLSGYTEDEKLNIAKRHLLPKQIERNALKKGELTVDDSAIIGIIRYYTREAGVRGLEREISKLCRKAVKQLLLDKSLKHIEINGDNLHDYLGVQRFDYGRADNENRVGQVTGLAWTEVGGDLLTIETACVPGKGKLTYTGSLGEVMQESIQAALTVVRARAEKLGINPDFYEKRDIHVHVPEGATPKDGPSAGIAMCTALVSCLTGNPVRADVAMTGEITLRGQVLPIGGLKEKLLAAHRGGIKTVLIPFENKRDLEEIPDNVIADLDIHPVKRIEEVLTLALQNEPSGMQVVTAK
MsrA inh – inhibits bovine methionine sulfoxide reductase A | inhibition, % at 15.5 µM | purified bovine MsrA, absorbance read-out | 360,000 compounds, 0.75% hits; in the data active = inhibition above about 4.5%;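 note: 0% = vehicle wells with enzyme and 100% = reference inhibitor wells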
MT1-MMP act inh – MT1-MMP (human) activation inhibition. HT1080 RFP-PRO-GFP cells, GFP/RFP ratio fluorescence, overnight; percent of plate control window, DMSO zero. GFP/RFP ratio change, % at 20 µM. P50281. 360,000 compounds, 0.061% hits;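 active = GFP/RFP ratio change of at least 30% with cell ATP level not reduced by more than half and red fluorescence within 50% of control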; note: strong numbers were not always called active
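Assay system: HT1080 cells carrying an RFP-PRO-GFP reporter | Dosing: Single dose of 20 µM compound, 1% DMSO final | Incubation: Cells overnight before dosing, compound overnight, 37 °C, 5% CO2 | Evaluation: GFP/RFP fluorescence ratio | Control set: DMSO and RFP-L50D-GFP cell wells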
SKN-1 inh – inhibitors of C. elegans SKN-1; C. elegans VP596 Pgst-4::GFP/RFP ratio, acrylamide-induced, 24 h; inhibition, % at 21.8 µM; 360,000 compounds, 0.49% hits;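 active = interference check ratio from 0.5 to 1.5 plus GFP to RFP signal ratio inhibition reaching or exceeding a fixed threshold, cut at about 30% in these data, passing the limit was not always enough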; note: some compounds called inactive have numbers as strong as hits
Active calls of the source: *; i = inactive; . = no result given; & = joins results of further samples.

compound	NRP1-CendR mod	FAS TE block	Tb MetRS inh	bovine MsrA act	MLLE-PAM2 inh	eLon inh	MsrA inh	MT1-MMP act inh	SKN-1 inh
CC(Oc1ccc2c(-c3ccccc3)cc(=O)oc2c1)C(=O)NCC1CCC(C(=O)O)CC1 (stereo not drawn)	9&-2	-5&-5	-0.2&-0.4	-4&2	-3&-7	-10&-10	1.7&2.2	1&3	3&1
N#Cc1nc(COc2ccccc2)oc1N1CCC(Cc2ccccc2)CC1	11	21	0.3	-9	0	-10	0.5	-2	15
COCc1cc(C)[nH]c(=O)c1C#N	14	-1	-0.9	-3	-2	-1	1.0	0	-7
N#C/C(=C/c1ccc(N2CCOCC2)o1)C(=O)Nc1ccccc1	134	-105	-1.0	-6	86	i	0.8	-128	14
O=C1NCCCC1C(=O)N1CCCCC1 (stereo not drawn)	8	-4	-0.1	-3	11	7	-0.3	1	1
COc1ccc(C(=O)N/N=C/c2ccc3cccc(OCc4ccccc4)c3n2)cc1	10	14	0.0	1	0	-2	3.7	0	24
CC(=O)c1ccc(OCC(=O)NC2CCCN(Cc3ccccc3F)C2)cc1 (stereo not drawn)	13	-5	-0.9	-3	1	0	0.0	2	13
CC(=O)c1cccc(NC(=O)CCn2c(=S)oc3ccccc32)c1	5	2	-1.7	-6	-16	-2	-0.6	-2	0
COc1ccc(OC)c(Nc2cc(C)c3ccccc3n2)c1	-5	26	-0.5	-2	-5	3	-1.3	-1	9
COc1ccc(NC(=O)C2CCC(CNS(=O)(=O)c3cccs3)CC2)cc1 (stereo not drawn)	10	-3	-1.5	-7	0	-3	0.6	-3	5
COc1ccc(C(CC(=O)N2CCCCC2)NC(=O)C(F)(F)F)cc1 (stereo not drawn)	-2	-4	-0.1	2	0	-1	0.2	1	7
Cc1cccc(N(CC(=O)N/N=C/c2ccccc2C(=O)O)S(C)(=O)=O)c1C	6	-3	1.5	-1	-4	7	1.4	0	-1
O=C(c1cc(F)ccc1F)C1CCCN(C(=O)c2ccco2)C1 (stereo not drawn)	6	-6	-0.5	-2	-6	1	2.6	1	6
Brc1ccc(/C=N/Nc2ccccc2)cc1	1	30	-0.6	-5	1	1	1.5	2	3
CCCOc1ccc(C(=O)CCN2CCCCC2)cc1	-11	1	-0.5	0	19	3	0.7	5	-7
CC(=O)Nc1cc2c(=O)n(Cc3ccccc3)c(C)nc2cc1N1CCOCC1	2	-12	-0.8	-9	6	-8	-0.7	-4	-15
COc1ccc2[nH]c(C(=O)N3CCNCC3)cc2c1OC	-7	1	-0.9	-7	0	0	-0.5	0	-2
O=C(OCc1cc(=O)n2ccsc2n1)C1(c2ccccc2)CC1	0	0	-0.3	-1	-11	6	2.1	1	6
CC(=O)c1sccc1NC(=O)c1ccccc1C(=O)O	0	-3	-0.6	-4	2	7	1.1	2	-5
COc1ccc(N2CCOCC2)c(NC(=O)c2cccs2)c1	0	2	-0.3	-4	1	10	1.4	-10	20
CCN1CCN(CC(=O)Nc2cc(C(F)(F)F)ccc2OCCOC)CC1	0	-3	-0.2	-3	-27	9	-0.1	1	-6
N#C/C(=C\c1cccn1S(=O)(=O)c1ccccc1)S(=O)(=O)c1ccc(F)cc1	0	10	0.2	-1	3	-1	2.0	0	2
O=C1C(Cl)=C(N2CCOCC2)C(=O)N1CCc1ccccc1	0	5	-0.4	-2	-5	1	2.8	-2	1
COc1ccc(C2CC(c3cccs3)=Nc3ccccc3S2)cc1OC (stereo not drawn)	8	21	-0.6	-2	34	-4	2.6	-2	7
ON=C1CCC2CCCCC2C1 (stereo not drawn)	11	-7	0.1	-4	4	-1	-0.8	1	-1
O=C(N1CCOCC1)N1CCN(c2ccc(F)cc2)CC1	-4	-5	-0.5	-1	6	1	-0.7	.	7
CCc1nc2ccc(C(=O)N(C)CC(=O)Nc3ccc(Cl)c(C(F)(F)F)c3)cc2nc1CC	12	24	-0.5	-1	8	11	-1.4	3	10
CCCCCCNC(=O)c1c(O)c2ccccc2[nH]c1=O	6	0	-0.8	3	10	8	-0.4	-2	-5
COc1ccc2oc(C(=O)OCC(=O)NCCN3C(=O)CSC3=O)c(C)c2c1	-7	-10	0.6	0	7	-5	0.4	3	1
Cc1cccc(C)c1N1CC(=O)N(c2c(C)cccc2C)CC1=O	3	-2	-0.6	-1	-7	-2	-0.3	-1	15
Cc1c(-c2ccco2)[n+](=O)c2c(n1[O-])CCC2	14	-2	-0.9	-1	13	11	2.4	-5	12
CC(=O)c1ccc(OCCCC(=O)Nc2cc(S(=O)(=O)N(C)C)ccc2C)cc1	1	-2	-0.8	-4	-5	-1	-0.3	6	13
O=C(CCc1nc2ccccc2c(=O)[nH]1)Nc1ccccc1N1CCCC1	2	-3	-0.2	-2	7	0	-0.1	3	2
O=C1NC(=O)C2(CCCC2C(=O)O)N1 (stereo not drawn)	-6	-5	0.3	-1	4	-3	1.4	1	4
CN(CC(=O)Nc1cccc(F)c1)C(=O)Cn1c(=O)oc2ccccc21	23*	-2	-0.4	3	-6	-1	2.4	5	4
Cc1nnc(SCC(=O)NCc2cccs2)n1-c1ccccc1	6	-4	-0.5	-2	-1	1	0.0	0	-37
CC1(C)O[C@@H]2[C@H](O1)[C@@H](CO)O[C@H]2n1ccc(=O)[nH]c1=O	8	-12	-0.2	-2	-10	1	-1.7	2	3
Cc1nc(-c2ccc(F)cc2)c(CC(=O)NCC(=O)Nc2ccc(F)c(F)c2)s1	-14	5	-0.3	-4	9	-13	1.2	0	-5
O=C(NCCNc1ccc([N+](=O)[O-])cc1C(F)(F)F)c1ccc(F)cc1	-3	14	0.1	-2	-1	-10	-0.6	13	12
Cc1cc(-c2ccccc2)c2c(=O)n(-c3ccccc3)[nH]c2n1	-9	-3	-0.3	-4	7	-6	0.2	4	0
COc1ccc(C(=O)N2CCN(c3ccc(F)cc3)CC2)cc1S(=O)(=O)NC1CC1	15	-3	0.6	3	-9	-15	0.3	-1	0
COc1ccc(-c2csc(NC(=O)C3CCN(c4ncnc5sc(C)c(C)c45)CC3)n2)cc1OC	-2	29	-0.4	-5	19	-20	1.1	0	11
CCC(CC)C(C(=O)NCc1ccccc1)N1CCN(CCN2CCOCC2)CC1 (stereo not drawn)	-8	.	-0.8	.	.	.	0.1	.	3
Brc1ccccc1Cn1cnc2ccccc21	-5	-2	-0.2	-1	4	5	0.2	-2	12
COc1ccccc1CNc1nc2nc(C)cc(=O)n2[nH]1	3	-5	-0.7	-6	10	-6	-0.6	-4	17
Cn1cnc2c1c(=O)n(Cc1ccccc1)c(=O)n2C	9	-1	-0.9	-1	6	0	-0.1	0	-6
CC(C)CN(C(=O)c1cc(Cl)nc2ccccc12)C1CCS(=O)(=O)C1 (stereo not drawn)	-3	-5	-0.5	-9	-5	-5	-1.3	-1	-9
N/C(=N\OC(=O)CCn1cccc(C(F)(F)F)c1=O)c1ccc(Cl)cc1	-7	4	-0.7	-8	7	5	-1.8	5	-15
CCCCNC(=O)C1(C)CCN1C(=O)c1cc(-c2cccs2)oc1C (stereo not drawn)	8	1	-0.1	-2	7	0	-0.5	0	0
N/C(=N\NC(=O)Nc1ccccc1)c1ccccn1	8	-7	2.1	-1	10	-4	1.9	-5	4
Cc1ccc(C(=O)N(C)c2ccc(OCC(=O)N3c4ccc(C)cc4C4CN(C)CCC43)cc2)cc1 (stereo not drawn)	4	-1	-2.0	-8	-6	-8	.	2	8
COc1ccc(C(C(=O)NCCC(C)C)N(CCCO)C(=O)c2snc(C(N)=O)c2N)cc1OC (stereo not drawn)	-2	-5	-0.4	-3	-13	-3	2.9	2	24
CN(C)C(=O)CSc1n[nH]c(=O)n1CCc1ccccc1	5	-1	0.3	-4	-10	1	-1.4	5	-13
Cc1ccc(C)c(N(CC(=O)NCC2CCCO2)C(=O)CCC(=O)Nc2nccs2)c1 (stereo not drawn)	11	-8	-0.6	-2	5	-1	0.4	-3	10
Cc1ccc(CS(=O)(=O)CCC(=O)O)cc1	4	-6	-0.2	-13	-4	-13	-0.6	-5	-9
NC(N)=N/N=C/c1cccc([N+](=O)[O-])c1O	6	-8	-0.3	-3	-5	4	0.5	3	18
CS(=O)(=O)N(CC(=O)NC1CC1)c1cccc(F)c1	-3	-9	-0.9	-3	-10	1	-1.2	0	5
COc1ccc(-c2nc3ccc(C)cn3c2Cc2ccsc2)cc1OC	2	4	-0.5	3	-10	-6	1.1	-4	12
COC(=O)C(C(=O)OC)=C(/C=C/N(C)C)N(C)C	-6	-11	-0.7	-6	2	-7	4.5	1	15
CCC(C(=O)NCC1CCCO1)N(C(=O)CNS(=O)(=O)c1ccccc1)c1ccc(F)cc1 (stereo not drawn)	6	-5	-0.1	-1	-2	7	1.8	1	7

Next structures
compound	NRP1-CendR mod	FAS TE block	Tb MetRS inh	bovine MsrA act	MLLE-PAM2 inh	eLon inh	MsrA inh	MT1-MMP act inh	SKN-1 inh
Cc1ccc(S(=O)(=O)/N=C(/c2ccc(F)cc2)N2CCCCC2)cc1	1	-9	0.1	-5	12	-10	-0.9	3	5
COc1ccc(C(=O)COC(=O)c2ccc3c(c2)OCO3)c(OC)c1	-6	20	0.3	-2	-5	-2	1.7	4	-1
CC1CCN(C(=O)Cn2cc(S(=O)(=O)CC(=O)N3CCOCC3)c3ccccc32)CC1	10	-5	-0.3	-3	18	-1	0.4	-4	-8
O=C(O)c1cn(Cc2ccccc2)c2ccccc2c1=O	-6	-5	-0.3	-2	-1	0	0.8	3	10
CCOC(=O)[C@]12CCCC=C1N(CCc1ccc(OC)c(OC)c1)C(=O)[C@H](CC(=O)N1CCN(C(=O)C3CC3)CC1)C2	24	.	-0.7	.	.	.	0.2	7	19
CCc1nnc(NS(=O)(=O)c2ccc(N=Cc3c(C)[nH]n(-c4ccc(Cl)cc4)c3=O)cc2)s1	-11	10	-1.1	-3	-3	2	1.1	9	-5
CCOc1cc(/C=N\O)cc(Cl)c1OCC	-5	-3	-1.3	-3	2	10	1.1	-2	-19
COc1ccc(CNC(=O)C2CCN(S(=O)(=O)N3CCC4(CC3)OCCO4)CC2)c(OC)c1	-2	-15	0.2	2	14	-1	-0.6	1	-2
CC(C)(C)OC(=O)N1CCC(c2c(C(=O)N3CCN(C(=O)c4ccco4)CC3)cnn2-c2ccc(F)cc2F)CC1	9	-2	-0.6	-2	4	9	0.0	3	-3
CN(C)c1cc[n+](CC(=O)Nc2ccc([N+](=O)[O-])cc2Cl)cc1	0	-7	0.6	-2	2	5	1.4	3	24

In the list so far, these contain an aryl thioether with sulfur outside any ring.
compound	NRP1-CendR mod	FAS TE block	Tb MetRS inh	bovine MsrA act	MLLE-PAM2 inh	eLon inh	MsrA inh	MT1-MMP act inh	SKN-1 inh
Cc1nnc(SCC(=O)NCc2cccs2)n1-c1ccccc1	6	-4	-0.5	-2	-1	1	0.0	0	-37
CN(C)C(=O)CSc1n[nH]c(=O)n1CCc1ccccc1	5	-1	0.3	-4	-10	1	-1.4	5	-13

Source: PubChem BioAssay (several laboratories)
